sdo1 growth: compounds rescuing growth of sdo1-depleted yeast, bone marrow failure model | S. cerevisiae sdo1-depleted JHY4D growth rescue, OD600 30 h; stronger effect = higher value; pdr5 snq2 efflux-pump mutant strain | z-score at 10 µM | 140,000 tested, 0.21% active | AID 817;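 active = z-score above 3 at both the 24 hr and the 30 hr optical density reads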;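 note: z-score against mean and SD of all compound wells on the same plate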
INS promoter inh: TRM-6 insulin promoter activity inhibition; TRM-6 cells (human fetal islet line), insulin promoter-eGFP reporter, imaging; reporter expression induced with tamoxifen; inhibition, % at 2 µM; 130,000 tested, 0.9% active; AID 1273;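 active = inhibition above the mean plus 3 SD, with well images judged a real hit on visual review, cut at about 60% in these data, passing the limit was not always enough; inconclusive = inhibition over the cutoff but images rejected on review; inactive = inhibition not above the cutoff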
sdo1 growth Rescue 24 h: recorded beside sdo1 growth, whose call it bears; z-score; S. cerevisiae sdo1-depleted JHY4D growth rescue, OD600; measured here: growth rescue at 24 h;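 0 is the plate mean of compound wells and units are plate SD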
* marks the source's active call; other numbers are inactive results; i = inactive; ? = inconclusive; nt = not tested or not shown.

sdo1 growth | sdo1 growth Rescue 24 h | INS promoter inh | smiles
nt | nt | 6 | COc1ccccc1N1CCN(C(=O)C2CCN(S(=O)(=O)c3ccc(C)cc3)CC2)CC1
1.3 | 1.7 | -25 | Cc1ccsc1/C=N/n1c(-c2ccccn2)n[nH]c1=S
-0.58 | -0.69 | -14 | COc1ccc2sc(NC(=O)c3ccco3)nc2c1
1 | 0.89 | -13 | N#Cc1nc(-c2ccccc2)oc1NCC1CCCO1 (configuration not stated)
0.98 | 0.6 | nt | COc1cccc(C2CC(c3ccc(Cl)cc3)Nc3nc(N)nn32)c1 (configuration not stated)
0.83 | 0.46 | -56 | C#CC1(O)CC(C)N(C)C(C)C1 (configuration not stated)
1.8 | 1.6 | 3 | CCn1c(SCC(=O)Nc2ccc3c(c2)OCO3)nnc1-c1cnccn1
-2.3 | -1.7 | -21 | O/N=C/c1ccc(OCc2ccccc2F)c(Cl)c1
-2.2 | -1.6 | -30 | Fc1ccc(Cl)cc1/C=N/n1cnnc1SCc1ccccc1
0.61 | 0.56 | 36 | CC(C)(C)NC(=O)NC(=O)COC(=O)c1cccc(S(=O)(=O)N2CCCCC2)c1
0.53 | 0.11 | nt | COc1ccccc1S(=O)(=O)Cc1ccc(C(=O)NC(C)c2ccc3c(c2)OCCO3)o1 (configuration not stated)
1.1 | 0.96 | 38 | Cc1ccc2[nH]c(CCN(C)C)c(CC#N)c2c1
-0.96 | -0.89 | -4 | COC(=O)C1=C(C)OC(N)=C(C#N)C1c1cc(C)sc1C (configuration not stated)
-0.65 | -0.69 | 0 | OCC[C@H]1C[C@H](O)[C@@H](O)[C@@]2(CCCCO2)O1
-0.93 | 0.08 | nt | Cc1ccc(SCc2ccc(C(=O)Nc3cc([N+](=O)[O-])ccc3C)cc2)cc1
-0.07 | -0.31 | -30 | Cc1cccc(-n2c(-c3ccoc3C)n[nH]c2=S)c1
0.83 | 0.64 | 23 | CCn1cc(C2=NC(C)(C)CO2)c2ccccc21
0.82 | 0.63 | 6 | CC1CCN(C(=O)Cn2cc(C#N)c3ccccc32)CC1
-1.6 | -1.8 | -9 | COc1ccc(Cn2c(-c3ccc(OC)cc3)nc3ccccc32)cc1
nt | nt | ? | O=C1CC(c2ccccc2)Cc2nc(NC3CC3)ncc21 (configuration not stated)
0.67 | -0.32 | 34 | CCCOC(=O)c1ccc(S(N)(=O)=O)o1
-0.03 | -1.4 | 9 | COc1ccccc1Nc1nc(N)nc(CSc2ncccn2)n1
0.45 | 0.33 | i | CCCC(=O)Nc1ccc(Cl)c(NC(=O)C(C)(C)C)c1
0.64 | 0.19 | -78 | Cc1cccc(OCCC(=O)NCC(=O)Nc2cccc(C)c2C)c1

3 structures from above, sorted by heavy-atom count, rising:
sdo1 growth | sdo1 growth Rescue 24 h | INS promoter inh | smiles
-0.96 | -0.89 | -4 | COC(=O)C1=C(C)OC(N)=C(C#N)C1c1cc(C)sc1C (configuration not stated)
-0.03 | -1.4 | 9 | COc1ccccc1Nc1nc(N)nc(CSc2ncccn2)n1
-0.93 | 0.08 | nt | Cc1ccc(SCc2ccc(C(=O)Nc3cc([N+](=O)[O-])ccc3C)cc2)cc1

Other results follow.
sdo1 growth | sdo1 growth Rescue 24 h | INS promoter inh | smiles
-1.7 | -1.5 | nt | CCOc1ccc(N2C(=O)CC(SC(=NC)Nc3ccc4c(c3)OCO4)C2=O)cc1 (configuration not stated)
-0.97 | -1.4 | 27 | Cc1nc2ccsc2c(=O)n1-c1ccc(Cl)cc1
1.5 | 1.2 | 38 | CCOC(=O)N1CCN(c2cc(=O)n(-c3ccc(OC)cc3)c(=O)[nH]2)CC1
1.2 | 1.1 | nt | COc1ccccc1CC(=O)Nc1c[nH]c(=O)[nH]c1=O
0.18 | -0.22 | 22 | N/C(=N\OC(=O)c1ccc([N+](=O)[O-])cc1)c1cccnc1
0.6 | 0.3 | -8 | Cc1ccnc(NC(=O)c2cc(-n3cnnc3)ccc2Cl)c1
nt | nt | -29 | CCC/C(=N\NC(=O)CNC(=O)c1ccc(Cl)cc1)c1ccccc1
nt | nt | -31 | COc1ccccc1-c1nc(-c2ccccc2)[nH]c(=O)c1C#N
-0.22 | -0.18 | 0 | Cc1cc(C)n(-c2nc3ccccc3c(=O)n2OCc2ccc(F)cc2)n1
0.45 | 0.54 | nt | CC(C)NC(=S)NNC(=O)C12CC3CC(CC(C3)C1)C2
-0.71 | -0.18 | nt | Cc1ccc(Sc2c(C)nn(C(=O)CNS(=O)(=O)c3ccc(F)cc3)c2C)cc1
0.56 | 1.3 | -28 | Fc1ccccc1N1CC(c2ccccc2)C(c2cccs2)=N1 (configuration not stated)
0.12 | 0.43 | nt | CCn1cnc2c1c(=O)n(CC(=O)N1CCc3ccccc31)c(=O)n2Cc1ccccc1
nt | nt | 35 | CC(=O)Oc1ccc(C(=O)c2ccccc2)c(OC(C)=O)c1
nt | nt | 30 | COc1ccc(N(C)S(=O)(=O)c2cccc(C(=O)Nc3cc(OC)ccc3OC)c2)cc1
1.3 | 1.3 | -431 | CC(=O)Nc1ccc(NC(=O)Cn2cnc3c(cnn3C(C)(C)C)c2=O)cc1
nt | nt | 15 | Clc1ccc(-c2cc(C3CCNCC3)[nH]n2)c(Cl)c1
-0.27 | -0.78 | nt | Cc1oc2c(c1C(=O)NCCO)CCCC2
0.66 | 0.21 | 49 | O=C(Oc1ccc(=O)n(-c2ccccc2)n1)c1cccc(Cl)c1
0.44 | -0.16 | nt | CCOc1cc(/C=C(/C#N)c2nc3ccccc3[nH]2)ccc1OCc1ccc(C(=O)O)o1
0.85 | 1 | 31 | CCCCc1c(O)nc(N2CCN(Cc3ccccc3)CC2)[nH]c1=O
nt | nt | -60 | Cc1ccc(C)c(OCC(=O)N/N=C\c2cccn2C)c1
0.59 | 0.2 | 3 | COc1ccc(-c2cccc(C(=O)Nc3cccc(C(=O)O)c3)c2)cc1
-1.2 | -0.82 | nt | Cc1cc(C)n(-c2nc(-c3ccccc3)cs2)n1
0.17 | -0.39 | -17 | N#Cc1cc(Oc2cccnc2)c(Oc2cccnc2)cc1C#N
-1.8 | -1.2 | nt | O=C(NCCCN1CCOCC1)c1c(O)c2ccccc2[nH]c1=O
0.69 | -0.6 | 57 | COC(=O)c1cc(=O)n2c(-c3ccc(OC)cc3)csc2n1
nt | nt | -42 | CC1CCN(c2ccc(NC(=O)c3cccnc3Cl)cc2)CC1
nt | nt | -73 | Cc1ccc(NC(=O)C2CCCN(C(=O)c3ccc(Cl)cc3)C2)cc1 (configuration not stated)
-0.27 | -1.4 | 28 | COc1ccc(-c2nn(-c3ccccc3)cc2/C=N/NC(=O)c2cccc(S(=O)(=O)Nc3ccccc3OC)c2)cc1
-0.71 | -0.04 | -22 | CCOC(=O)Cc1csc(SCc2nc3sc4c(c3c(=O)[nH]2)CCC4)n1
-0.97 | -0.51 | nt | Cc1ccc(NC(=O)CSc2nsc(SCC(=O)Nc3ccc(C)cc3C)c2C#N)c(C)c1
-1.4 | -1.4 | -20 | COc1ccccc1/C=C/C=N/n1c(-c2ccc(C)cc2)n[nH]c1=S
0.36 | -0.09 | 32 | O=C(NCCCn1ccnc1)C(F)(F)C(F)(F)C(=O)NCCCn1ccnc1
nt | nt | -18 | COc1cc(S(=O)(=O)N2CCOCC2)c(OC)c(S(=O)(=O)N2CCOCC2)c1
nt | nt | 11 | CN(CCC#N)C(=O)COC(=O)c1ccc(Cl)cc1O
0.08 | 2.6 | nt | CCOc1ccccc1-c1c2cc(O)c(=O)cc-2oc2cc(O)c(O)cc12
nt | nt | -3 | Cc1ccc(CNC(=O)CSc2nc3ccsc3c(=O)n2Cc2ccc(C(=O)O)cc2)cc1
-0.29 | -0.88 | 24 | Cc1cc(C)cc(OCC(=O)NN2C(=O)c3ccccc3C2=O)c1
0.23 | 0.51 | nt | CC1CCCN(S(=O)(=O)c2ccc(S(=O)(=O)N3CCC4(CC3)OCCO4)cc2)C1 (configuration not stated)
0.23 | -1.1 | 33 | COc1ccc(NCc2ccccc2[N+](=O)[O-])cc1OC
nt | nt | 14 | COc1ccc(Cn2nnnc2C(CC(C)C)N2CCC(C(N)=O)CC2)cc1 (configuration not stated)
nt | nt | -8 | CNS(=O)(=O)c1ccc(NC(=O)c2cnn3c(C(F)F)cc(-c4ccccc4)nc23)cc1
-0.21 | -0.01 | -7 | O=C(c1cccs1)N1CCC(c2nc(-c3ccc(S(=O)(=O)N4CCOCC4)cc3)no2)CC1
-0.92 | -0.24 | -54 | O=c1c2ccccc2nc(SCc2cn3ccsc3n2)n1-c1ccc(F)cc1
-0.32 | -0.4 | 12 | CC1=Nn2c(nc(-c3ccccc3)c2-c2ccccc2)NC(=O)C1Br (configuration not stated)
nt | nt | 14 | Cc1ccc(NC(=O)COc2ccccc2C(=O)NCCN(C)C)cc1
0.45 | -0.27 | nt | Cc1cc(C)c(C#N)c(SCC(=O)Nc2ccc(S(=O)(=O)Nc3onc(C)c3C)cc2)n1

One compound at a time, from the list above. Order of values: sdo1 growth	sdo1 growth Rescue 24 h	INS promoter inh
Profile of Cc1cc(C)n(-c2nc3ccccc3c(=O)n2OCc2ccc(F)cc2)n1 = -0.22	-0.18	0
Profile of CC(C)NC(=S)NNC(=O)C12CC3CC(CC(C3)C1)C2 = 0.45	0.54	nt
Profile of COc1ccc(N(C)S(=O)(=O)c2cccc(C(=O)Nc3cc(OC)ccc3OC)c2)cc1 = nt	nt	30
Profile of COc1cccc(C2CC(c3ccc(Cl)cc3)Nc3nc(N)nn32)c1 (configuration not stated) = 0.98	0.6	nt
Profile of CCOc1ccccc1-c1c2cc(O)c(=O)cc-2oc2cc(O)c(O)cc12 = 0.08	2.6	nt

Next entries.
sdo1 growth | sdo1 growth Rescue 24 h | INS promoter inh | smiles
-0.82 | -0.71 | -31 | O=C(CCCCCCN1C(=O)c2ccccc2C1=O)Nc1nccs1
-0.11 | -0.24 | 38 | CCOc1ccc(NC(=O)CCN2CCN(S(=O)(=O)c3cc(Cl)ccc3OC)CC2)cc1
-0.38 | -0.54 | 0 | CN(C)C(=O)c1cn(-c2ccccc2)nc1-c1cccs1
-0.88 | 0.04 | 3 | CCOc1ccc(N=C2NC(=O)S/C2=C\c2ccc(OC)cc2)cc1
nt | nt | 33 | COc1ccc(NC(=O)Cc2ccccc2)cn1
0.79 | 0.45 | nt | Cc1cc(NC(c2cccnc2)c2c(C)[nH]c3ccccc23)no1 (configuration not stated)
nt | nt | 17 | CS(=O)(=O)N(CCC#N)Cc1ccc(/C=C2\C(=O)Nc3ccccc32)o1
0.42 | 0.57 | -18 | CCc1cccc(C)c1NC(=O)c1ccoc1C
-1.9 | -1.6 | nt | O=C(c1cc(-c2ccc(O)cc2)on1)N1CCc2ccccc2C1
2 | 2.6 | 27 | CCN1CCCC1CNC(=O)C(=O)Nc1cccc(OC)c1 (configuration not stated)
nt | nt | 6 | CC(NC(=O)Cc1ccccc1)C1COc2ccccc2O1 (configuration not stated)
0.71 | 0.41 | nt | CCc1cccc(C)c1NC(=O)CSc1nc2ccccc2n1CC(=O)N(C)C

The closing 3 records of the section before lead into the next.
sdo1 growth | sdo1 growth Rescue 24 h | INS promoter inh | smiles
2 | 2.6 | 27 | CCN1CCCC1CNC(=O)C(=O)Nc1cccc(OC)c1 (configuration not stated)
nt | nt | 6 | CC(NC(=O)Cc1ccccc1)C1COc2ccccc2O1 (configuration not stated)
0.71 | 0.41 | nt | CCc1cccc(C)c1NC(=O)CSc1nc2ccccc2n1CC(=O)N(C)C
-2.2 | -1.6 | nt | Cc1ccc([N+](=O)[O-])cc1NC(=O)c1ccc(C(C)(C)C)cc1
nt | nt | -9 | COc1ccc(-c2[nH]ncc2CN2CCC(N3CCSCC3)CC2)c(F)c1
0.52 | 0.39 | -37 | O=C1C=C(Nc2cccc(Cl)c2)CC(c2ccco2)C1 (configuration not stated)
-0.08 | -0.92 | 19 | Cc1ccc(S(=O)(=O)c2nc(-c3ccc(F)cc3)oc2SCC(=O)NCC2CCCO2)cc1 (configuration not stated)
1.1 | 1.1 | nt | CCCC1(CCC)C(=O)NC(=NCCc2ccc(OC)c(OC)c2)NC1=O
-0.59 | -0.46 | nt | O=C(NCCc1csc(-c2cccnc2)n1)c1ccccc1
-0.45 | -0.66 | 0 | CC1(C)NC(=O)N(CCCOc2ccc(Br)cc2Cl)C1=O
0.36 | 0.72 | 19 | S=c1[nH]nc(C2CC2)n1Cc1ccco1

Arranged by value in INS promoter inh (ascending): 3 from the list above
sdo1 growth | sdo1 growth Rescue 24 h | INS promoter inh | smiles
nt | nt | -9 | COc1ccc(-c2[nH]ncc2CN2CCC(N3CCSCC3)CC2)c(F)c1
-0.45 | -0.66 | 0 | CC1(C)NC(=O)N(CCCOc2ccc(Br)cc2Cl)C1=O
-0.08 | -0.92 | 19 | Cc1ccc(S(=O)(=O)c2nc(-c3ccc(F)cc3)oc2SCC(=O)NCC2CCCO2)cc1 (configuration not stated)

Screening results (PubChem)
